Source: PubChem
MITF TRPM1 HTS – activators of MITF-driven TRPM1 promoter reporter, primary screen, cell-based, SK-MEL-5, luciferase, single point; SK-MEL-5 TRPM1-promoter luciferase, 24 h; % of positive control, neutral wells = 0; activation, % at 12.5 µM; actives 0.75% (n = 300,000); AID 588334, 2011;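 active = mean activation of at least 80% with every replicate also reaching 80%; inconclusive = mean reaches 80% but some replicate falls short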;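 also: 0% = neutral control wells and 100% = parthenolide positive control wells; values of inactives mirror those of a sister screen read the other way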
SR-BI DiI inh – inhibitors of SR-BI mediated HDL lipid uptake, primary screen, ldlA[mSR-BI] cells, fluorescence, single point | Scavenger receptor class B member 1 (Mus musculus), Q61009 | ldlA[mSR-BI] CHO cells, DiI-HDL uptake fluorescence, 3 h | inhibition, % at 12.5 µM | actives 0.96% (n = 320,000) | AID 488896, 2010;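 active = mean replicate inhibition of at least 70% and a set share of replicates each scoring 70 or more; inconclusive = meets just one of the two criteria; inactive = fails both criteria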;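 also: 0% = median of neutral control wells and 100% = median of positive control wells; values of inactives mirror those of a sister screen read the other way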
Target sequence (Q61009 whole entry, looked up): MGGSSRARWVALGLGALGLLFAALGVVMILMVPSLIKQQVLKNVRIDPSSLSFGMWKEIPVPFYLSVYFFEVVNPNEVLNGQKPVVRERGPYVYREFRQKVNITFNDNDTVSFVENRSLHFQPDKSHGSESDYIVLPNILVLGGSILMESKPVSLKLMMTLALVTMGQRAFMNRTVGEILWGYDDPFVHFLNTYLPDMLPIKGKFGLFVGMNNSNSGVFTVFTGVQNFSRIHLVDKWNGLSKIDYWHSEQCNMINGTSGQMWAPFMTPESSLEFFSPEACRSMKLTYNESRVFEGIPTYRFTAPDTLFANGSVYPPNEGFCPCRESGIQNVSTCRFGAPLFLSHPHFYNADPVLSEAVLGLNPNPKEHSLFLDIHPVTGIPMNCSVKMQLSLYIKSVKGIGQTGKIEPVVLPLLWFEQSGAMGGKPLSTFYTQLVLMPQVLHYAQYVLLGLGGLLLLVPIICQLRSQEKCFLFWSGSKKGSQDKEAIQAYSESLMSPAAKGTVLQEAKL
dFosB act – activators of delta FosB homodimer, primary screen, biochemical, fluorescence polarization, TAMRA-CDK5 oligo, single point | Protein FosB (Mus musculus), P13346 | purified delta FosB; percent of positive-control signal above neutral wells | activation, % at 25 µM | actives 0.99% (n = 340,000);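 active = mean activation above about 17%, with every replicate also reaching it, limit read from the data, passing the limit was not always enough; inconclusive = only one of the two conditions met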;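 also: fluorescence polarization rise as delta FosB binds a TAMRA Cdk5 AP-1 oligo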
Target sequence (P13346 whole entry, looked up): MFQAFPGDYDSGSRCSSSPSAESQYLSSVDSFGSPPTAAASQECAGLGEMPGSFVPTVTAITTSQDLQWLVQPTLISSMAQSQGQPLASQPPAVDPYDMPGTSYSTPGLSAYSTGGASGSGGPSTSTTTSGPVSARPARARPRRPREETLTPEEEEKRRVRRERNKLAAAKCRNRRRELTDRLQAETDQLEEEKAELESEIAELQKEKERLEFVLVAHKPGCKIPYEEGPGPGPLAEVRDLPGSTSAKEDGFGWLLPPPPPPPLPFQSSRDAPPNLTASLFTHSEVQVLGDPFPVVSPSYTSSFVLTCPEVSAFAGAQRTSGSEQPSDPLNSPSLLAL
PKA-R2B act – activators of PKA-R2B holoenzyme, primary screen, biochemical, fluorescence polarization, Cy5-IP20, human; AID 504700, 2011; actives 0.079% (n = 340,000); activation, % at 11.4 µM; PKA-R2B holoenzyme dissociation; R2B truncated from residue 108, S112A mutant; 0% DMSO only, 100% 113 µM cGMP;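 active = activation above a cutoff set at the mean over all compounds plus 3 SD, cut at about 18% in these data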;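 also: higher means more holoenzyme dissociation and a rise in polarization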
CDK5 p35 inh – inhibitors of human CDK5/p35 kinase, primary screen, biochemical, single concentration | Cyclin-dependent kinase 5 (Homo sapiens) + Cyclin-dependent kinase 5 activator 1 (Homo … | Recombinant CDK5/p35, ADP-Glo luminescence, 60 min | inhibition, % at 10 µM | actives 0.01% (n = 330,000) | AID 488839, 2010;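 active = highest replicate inhibition of at least 50% and at least 75% of replicates reaching 50%; inconclusive = only one of the two criteria met; inactive = both criteria failed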;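 also: plate controls were DMSO neutral control for no effect and GW8510 at 10 µM for full effect; many of its hits are not listed in these tables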
Pemphigus Ab inh – inhibitors of pemphigus antibody binding to DSG3, primary screen, biochemical, bead-based, flow cytometry, scFv-GFP. Desmoglein-3 (Homo sapiens), P32926. DSG3-coupled beads, scFv-anti-DSG3-GFP binding; hits give low values. binding (percent of control), % at 10 µM. actives 0.48% (n = 310,000). AID 588358, 2011;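 active = binding more than 3 SD below its plate's average and above zero; inconclusive = below that plate limit but binding exactly zero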;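 also: hits lower antibody fragment binding to DSG3; some compounds called inactive have numbers as strong as hits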
PKA-R1A activ – activators of PKA-R1A holoenzyme, primary screen, biochemical, fluorescence polarization, Cy5-IP20, bovine R1A, mouse PKAc; PKA-R1A dissociation; scaled: DMSO 0%, 113 µM cGMP 100%; activation, % at 11.4 µM; actives 0.083% (n = 340,000); AID 504707, 2011; cAMP-dependent protein kinase type I-alpha regulatory subunit (Bos taurus) + …;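 active = percent activation above the mean of all tested compounds plus 3 SD, cut at about 19% in these data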;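 also: higher means more PKAc released from R1A so a rise in polarization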
SR-BI uptake up – activators of SR-BI mediated DiI-HDL uptake, primary screen, ldlA[mSR-BI] CHO cells, DiI fluorescence. activation, % at 12.5 µM. actives 0.096% (n = 320,000). AID 504775, 2011. 3 h; 100 = double the neutral-control signal;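 active = mean replicate activation of at least 60% and every replicate at or above 60%; inconclusive = mean or all-replicate condition met, but not both; inactive = mean below 60% and not all replicates reaching 60%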;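 also: 0% = median plate neutral-control signal and 100% = twice that signal; values of inactives mirror those of a sister screen read the other way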
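Material: SR-BI-overexpressing, LDLR-lacking CHO cells; schedule: compound exposure 3 h, 37 °C; reagent: DiI-labelled HDL at 10 µg/mL final; technique: bottom-read fluorescence, 550/595 nm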
NSD2 HMT inh – NSD2 histone methyltransferase inhibitors, primary screen, biochemical, AlphaScreen, single concentration, set 2; NSD2 peptide methylation, 120 min; inhibition, % at 12.5 µM; actives 0.54% (n = 310,000); AID 743445, 2014; in the data active = inhibition above about 50%
SUMO Mot1 rescue – yeast Mot1-301 growth rescue at high temperature, primary screen, SUMOylation pathway inhibitor project, S. cerevisiae, ATP luminescence, 38.5C; S. cerevisiae Mot1-301 growth rescue; percent above DMSO median, 100 means doubled; growth rescue, % at 18.8 µM; actives 1% (n = 320,000); AID 2716, 2010;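 active = every valid replicate shows activation above 250% relative to neutral control wells; inactive = the rest, any valid replicate at or below 250%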;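 also: OY570 slx delta 5 strain wells were the positive control but not used for scaling; some compounds called inactive have numbers as strong as hits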
Arrestin-AP2 inh – inhibitors of beta-arrestin/AP2 binding, primary screen, biochemical, GPCR trafficking, flow cytometry; beta-arrestin 1 C-terminal peptide binding to AP2 beta2-adaptin appendage (human); inhibition, % at 10 µM; actives 0.31% (n = 340,000); AID 504490, 2011; FITC-arrestin peptide / GST-AP2 beads; AP2 beta2 appendage carries R879A mutation;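 active = inhibition above a set limit, near 3 SD of compounds lacking own fluorescence, cut at about 54% in these data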;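 also: plate controls were DMSO wells for no effect and 5 µM unlabelled arrestin peptide for full effect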
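System: GST-AP2 R879A glutathione beads; medium: PBS, Tween 20 0.05%, BSA 0.1%; reagent: fluorescein-tagged arrestin peptide at 50 nM final; schedule: pre-incubation 12 min, peptide binding 1 h, room temperature; detection: flow cytometry, FL1 (488/535 nm); read-out: inhibition as reduced fluorescein signal on beads, percent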
Numbers without * were called inactive; ? = inconclusive; · = no result given.

The line under a structure holds: MITF TRPM1 HTS | SR-BI DiI inh | dFosB act | PKA-R2B act | CDK5 p35 inh | Pemphigus Ab inh | PKA-R1A activ | SR-BI uptake up | NSD2 HMT inh | SUMO Mot1 rescue | Arrestin-AP2 inh
CC(C)(C)OC(=O)NCCCCCNC(=O)c1nc[nH]c1C(=O)N1CCN(C(=O)OC(C)(C)C)CC1
→ -5 | 9 | -1 | -14 | 0.1 | 100 | -1 | -9 | · | -7 | 0
CSc1nn2c(C(F)(F)F)cc(C(F)(F)F)nc2c1C(=O)O
→ -5 | 1 | -3 | 5 | -0.4 | 110 | -11 | -1 | -2 | -8 | -2
COc1cccc(C(=O)Nc2cnn(C(C)C)c2)c1
→ 41 | 8 | 6 | 2 | -3.3 | 102 | 3 | -8 | -5 | 8 | 14
COc1ccc(N(C=O)C(C(=O)Nc2c(C)cccc2C)c2ccccc2)cc1 (configuration not stated)
→ -9 | 12 | -10 | 3 | 0.5 | 114 | -6 | -12 | -2 | 12 | 28
CC(C)N1CCN(Cc2ccc(-c3ccccc3)cc2)CC1CCO (configuration not stated)
→ 5 | -18 | -12 | -6 | -0.4 | 98 | -9 | 18 | 2 | 3 | -2
CC(C)CC1=NN(C(=O)c2ccncc2)C(O)(C(F)(F)F)C1 (configuration not stated)
→ 13 | 3 | -5 | 7 | 0.3 | 99 | 6 | -3 | -3 | 2 | -2
COc1ccc(C2=NOC(C(=O)Nc3ccc4c(c3)OCO4)C2)cc1 (configuration not stated)
→ 1 | 16 | -5 | 5 | 0.4 | 104 | 2 | -16 | -2 | 6 | 13
CN(CC(=O)NC1CCCCCCC1)S(=O)(=O)c1cccc2cccnc12
→ 9 | -5 | -12 | 2 | -0.5 | 108 | 4 | 5 | · | -5 | -2
O=C(O)C1=C[C@H](c2ccc(C(F)(F)F)cc2)C[C@H](OCc2ccc(CO)cc2)O1
→ 1 | 6 | -4 | -5 | 0.4 | 101 | 2 | -6 | · | 4 | -3
Cc1cccc(NC(=O)CSc2nnc(CNC(=O)c3ccco3)n2C)c1
→ 3 | · | -7 | -4 | -0.9 | 110 | -9 | · | -3 | -15 | 15
CC(C)CCN1CCN(Cc2cccn2-c2ccc(Cl)cn2)CC1CCO (configuration not stated)
→ 10 | -25 | -11 | -7 | -1.7 | 92 | 0 | 25 | 26 | 4 | 6
COC(=O)/C=C(\Oc1ccccc1)C1(O)CCCCC1
→ 0 | -3 | 2 | 7 | 0.3 | · | -7 | 3 | -2 | 16 | 0
C/C(CC(=O)Nc1ccc(N(C)C)cc1)=N\NC(=O)c1ccc(Cl)cc1Cl
→ 7 | 8 | -2 | -10 | -3.2 | 115 | 1 | -8 | 8 | -26 | 6
CCOc1ccc(NC(=O)CSc2nnc(C3CC3)n2C)cc1S(=O)(=O)N1CCCCC1
→ -13 | 26 | -9 | 4 | 1.4 | 106 | 10 | -26 | -1 | 1 | -24
S=C1NC2(CCCCC2)Cc2ccccc21
→ -1 | -9 | -7 | -15 | 1.5 | 116 | 4 | 9 | 4 | 4 | 11
Cc1cc(C)n(CCN(C)C(=O)C2CCC(=O)N(CCc3cccc(F)c3)C2)n1 (configuration not stated)
→ -4 | 7 | 2 | -3 | 1.0 | 103 | -1 | -7 | -1 | 0 | 27
O=C(Nc1cccc(-c2nc3ncccc3o2)c1)c1cc2ccccc2o1
→ 10 | 19 | -53 | -12 | 0.3 | · | -9 | -19 | 2 | -9 | -5
O=C(CN(C(=O)c1csnn1)c1ccccc1F)NC1CCCCC1
→ -7 | · | 3 | 5 | -0.6 | 93 | -6 | · | -3 | 3 | -1
O=C1c2ccccc2N2C(=O)c3ccccc3[C@H]2N1c1ccccc1
→ -15 | 27 | -19 | -2 | 1.5 | 102 | 9 | -27 | · | 1 | -4
Cc1[nH]c2ccccc2c1C(=O)C(=O)Nc1ccc2c(c1)OCCO2
→ 52 | 30 | -8 | -10 | 2.8 | 106 | 8 | -30 | 0 | 96 | -8
CSc1cccc(NC(=O)C2CCN(S(=O)(=O)c3cnc[nH]3)CC2)c1
→ 1 | -11 | -4 | -3 | 0.4 | 100 | 6 | 11 | -8 | 102 | 50
CCOc1cc(S(=O)(=O)N2CCN(c3ccc(F)cc3)CC2)c(OCC)cc1-n1cnnn1
→ 7 | 33 | -7 | 3 | -1.6 | 85 | 1 | -33 | · | 206 | -5
CC1Cc2ccccc2N1C(=O)Cn1c(=O)oc2cc(S(=O)(=O)NC3CCCC3)ccc21 (configuration not stated)
→ -4 | · | -1 | -15 | 1.1 | 102 | -10 | · | · | 2 | 5
O=S(=O)(/N=C(/Nc1cccnc1Cl)c1ccccc1)c1ccccc1
→ 0 | 0 | -2 | 8 | 1.9 | · | -2 | 0 | -5 | 77 | 25
O=C(O)CC(NC(=O)C12CC3CC(CC(C3)C1)C2)c1cccc([N+](=O)[O-])c1 (configuration not stated)
→ -3 | -5 | 6 | -1 | -0.1 | 99 | -3 | 5 | -1 | 274 | 9
Cc1ccc(-c2nnc(Nc3ccccc3)c3ccccc23)cc1S(=O)(=O)NCC1CCCO1 (configuration not stated)
→ -10 | 59 | 4 | -4 | -0.6 | 104 | -21 | -59 | 0 | · | -8
COc1ccc(NC(=O)COC(=O)Cn2cnc3ccccc32)cc1
→ 5 | 0 | -9 | 0 | 0.0 | 111 | -5 | 0 | 4 | -17 | -7
CCOC(=O)N1CCN(C(=O)/C(=C\c2ccc(SC)cc2)NC(=O)c2ccccc2)CC1
→ -5 | 1 | -3 | 0 | 0.3 | 95 | -11 | -1 | 0 | -3 | 16
CCCOC(=O)C1=C(C)NC2=C(C(=O)CCC2)C1c1cccc(OC)c1OC (configuration not stated)
→ -7 | -31 | 2 | 5 | 10 | 97 | 2 | 31 | -2 | 7 | 15
C[C@H](CO)N1C[C@H](C)[C@@H](CN(C)C(=O)Nc2ccccc2)Oc2c(NS(=O)(=O)c3ccc(F)cc3)cccc2C1=O
→ 5 | 7 | -9 | 1 | -0.3 | 106 | 4 | -7 | · | -10 | -7
Cc1ccc(NC(=O)Cc2nn(C)c(=O)c3ccccc23)cc1F
→ -23 | -29 | -12 | -3 | -0.4 | · | 4 | 29 | · | -10 | 0
O=C(CSc1nnnn1C1CCCCC1)Nc1ccc(F)cc1
→ -5 | -6 | 2 | 3 | -1.1 | 101 | 2 | 6 | 2 | 11 | 7
CCc1ccc(NC2=CC(=O)CC(c3ccco3)C2)cc1 (configuration not stated)
→ 19 | 21 | -3 | 2 | 0.9 | 106 | -3 | -21 | 0 | -9 | 22
Cc1ccnc(NS(=O)(=O)c2ccc(NS(=O)(=O)Cc3ccccc3)cc2)n1
→ -4 | -27 | 13 | -13 | 1.5 | 108 | -3 | 27 | -7 | -14 | -1
COc1ccc(C(=O)c2cn[nH]c2-c2cc(Cl)ccc2O)cc1
→ 3 | 25 | -4 | -10 | 0.6 | 111 | 1 | -25 | 2 | -1 | 13
COc1ccccc1Nc1nc(N)nc(-c2cc3ccccc3o2)n1
→ · | 21 | 1 | 2 | -2.5 | · | -8 | -21 | -4 | -11 | -1
CN(C)CCCN1c2ccc3ccccc3c2Sc2cccc(Cl)c21
→ · | 21 | ? | -8 | 1.4 | 120 | 1 | -21 | -1 | · | 4
COc1ccccc1N(C(=O)c1csnn1)C(C(=O)NC1CCCC1)c1ccccc1 (configuration not stated)
→ -3 | -4 | -5 | 5 | -0.6 | 102 | -7 | 4 | 3 | -7 | 19
CCC(C)(C)C1CCc2c(sc(N)c2C(N)=O)C1 (configuration not stated)
→ -20 | 22 | 6 | -15 | 0.4 | 99 | -9 | -22 | 2 | 24 | 24
O=C(C1CC1)N1CCc2cc(S(=O)(=O)NCc3ccccc3)ccc21
→ -11 | 3 | -4 | -5 | -0.1 | 101 | -2 | -3 | 0 | -4 | 40
O=C(O)c1nn(Cc2ncc(-c3cccc(Cl)c3)o2)c(=O)c2ccccc12
→ -2 | -1 | -11 | 1 | -2.4 | 98 | -3 | 1 | -4 | -3 | 4
Cc1ccc(OCc2nnc(SCC(=O)Nc3cccc4ccccc34)n2-c2ccccc2)cc1
→ 0 | 57 | -8 | -8 | 1.3 | · | 2 | -57 | · | -18 | 2
CCCCCc1nnc(NC(=O)c2ccc3nc[nH]c3c2)s1
→ 41 | -18 | -7 | 3 | 1.7 | 103 | 5 | 18 | 3 | -18 | 40
O=C(Nc1cccc(Cl)c1)Nc1ccccc1C(=O)NCc1ccco1
→ 7 | 33 | -6 | -17 | 0.5 | 111 | -17 | -33 | 0 | 6 | 17
Cc1ccccc1N(C)C(=O)C1CCCN(c2ncnc3c2nc2n3CCCCC2)C1 (configuration not stated)
→ -12 | -5 | -6 | -5 | -1.1 | 99 | -4 | 5 | -2 | -3 | 7
CC(C)Oc1ccc(C(=O)Nc2nnc(SCC(=O)N3CCOCC3)s2)cc1
→ -50 | 32 | -2 | -10 | -2.8 | 101 | -1 | -32 | -2 | 166 | 4
C/C(CC(=O)Nc1ccc(N(C)C)cc1)=N\NC(=O)c1ccc(F)cc1
→ 2 | -12 | -1 | 1 | 0.4 | 113 | -10 | 12 | 2 | -9 | 4
